All columns: NCI-60 one-dose screen, growth in % after 48 h at 10 µM unless noted; 100 = growth as untreated, 0 = no growth, -100 = all killed.
ACHN – ACHN renal cancer; actives 4.9% (n = 81,000)
DU-145 – DU-145 prostate cancer; actives 4.2% (n = 81,000); AID 1794760
CAKI-1 – CAKI-1 renal cancer; actives 4.7% (n = 75,000); AID 1794772
TK-10 – TK-10 renal cancer cells | actives 3.9% (n = 81,000) | AID 1794769
RXF 393 – RXF 393 renal cancer cells; actives 6.9% (n = 77,000)
SN12C – SN12C renal cancer cells; actives 3.8% (n = 81,000)
A498 – A498 renal cancer cells; actives 5.4% (n = 76,000)
786-0 – 786-0 renal cancer cells. actives 5.1% (n = 81,000)
UO-31 – UO-31 renal cancer; actives 5.2% (n = 81,000); AID 1794768
An asterisk follows results filed as active; x = not tested or not shown. How the source made its calls: active means growth percent below 10; inactive means the rest. Hits appear at their usual frequency (roughly 11% active in at least one column).

smiles	ACHN	DU-145	CAKI-1	TK-10	RXF 393	SN12C	A498	786-0	UO-31
Cn1c2c(cc(S(=O)(=O)c3ccccc3)c1=O)CCc1c-2cnn1Cc1ccccc1	92	114	84	104	99	101	65	113	78
O=c1[nH]c2ccc(Cl)cc2cc1CSc1ccc(Nc2nccc(-c3ccc(C(F)(F)F)cc3)n2)cc1	104	105	101	108	x	100	108	99	86
COc1cccc(C(=O)NNc2nc(N3CCN(C4CCCCC4)CC3)nc(N3CCN(C(c4ccccc4)c4ccccc4)CC3)n2)c1	70	87	59	46	65	52	49	53	33
COc1ccc2cc(-c3ccnc4c(N=Nc5ccc(Cl)cc5)c(N)nn34)ccc2c1	100	105	92	102	115	100	97	106	78
O=C1/C(=c2\c3ccccc3n3c(=O)c4ccccc4nc23)Nc2ccccc21	83	83	82	181	109	91	104	100	70
N#Cc1c(NCc2ccccc2I)sc2c1CCCC2	92	102	64	104	92	88	x	90	67
CCN1CCN(Cc2ccc(NC(=O)Nc3ccc(-n4ccc5c(NC(=O)c6ccccc6)nccc54)cc3)cc2C(F)(F)F)CC1	-46*	-59*	47	25	-87*	58	105	-85*	-49*
C=CCn1c(SCC(=O)Nc2cccc(C(=O)/C=C/c3cccc([N+](=O)[O-])c3)c2)nc2ccccc2c1=O	97	94	81	98	85	98	81	95	79
CC(=O)c1c(Nc2cccc(F)c2)[nH]c2c(Cl)cc(Cl)c(Cl)c2c1=O	2.0*	25	-5.9*	13	4.1*	-0.1*	-42*	12	6.2*
C#CCOc1ccc(C(Nc2ccc(F)c(F)c2)c2nnnn2C2CCCCC2)cc1OC (stereo not given)	98	111	74	93	87	91	71	82	74
O=S(=O)(Nc1ccc(Cl)nn1)c1ccc(NC(=S)NCc2ccccc2)cc1	109	120	96	106	x	104	106	106	88
CCCc1cc(CN2CCOCC2)c(O)c(CN2CCOCC2)c1O	109	109	102	111	105	108	119	104	104
COc1cc(C(=O)Nc2ccc(-c3nc4ccccc4[nH]3)cc2)cc(OC)c1OC	62	88	56	60	28	45	38	73	50
CC(=O)Oc1ccc(C(OC(C)=O)OC(C)=O)cc1	x	103	x	99	115	102	92	95	90
CC(=O)O[C@H]1CC[C@]2(C)[C@H]3CC=C4[C@@H]5CC(C)(C)CC[C@]5(C(=O)N5CCNCC5)CC[C@@]4(C)[C@]3(C)CC[C@H]2C1(C)C	104	101	87	99	99	85	72	89	83
Cc1cc2c(c(C)n1)CN(C(=O)Nc1nc(-c3cncs3)ccc1N)C2	106	107	77	63	111	105	96	102	92
O=C1c2cccc3c(-c4ccc(-c5nc6c7ccccc7c7ccccc7c6[nH]5)cc4)ccc(c23)C(=O)N1Cc1ccccc1	110	111	103	105	x	107	105	103	103
O=c1[nH]cc(Cl)cc1Cl	103	107	74	104	x	92	97	98	97
C=CCC(=O)N[C@H](CO)Cc1ccc(-c2cc(Cl)cc(Cl)c2)cc1	97	96	86	85	x	99	x	97	67
NC(=O)c1cnc(Nc2ccc(N3CCOCC3)cc2)nc1NCCCNC(=O)C1CCC1	47	78	42	48	64	38	132	93	12
Cc1ccccc1NC(=O)/C=C\C(=O)O	99	104	93	108	121	102	108	102	94
O=S(=O)(Nc1ncccn1)c1ccc(Nc2nc(-c3ccccn3)cs2)cc1	100	111	x	118	115	104	104	101	111
O=C(O)C/C=C/Br	114	116	97	112	98	x	103	108	95
CCOc1ccc(N=Nc2ccccc2)cc1	115	103	96	101	100	103	83	90	78
O=C(O)CCCc1ccc2c(c1)Cc1ccccc1-2	88	107	89	111	117	106	88	106	76
Nc1ccccc1-c1cc2c(c3c1[nH]c1ccccc13)CCCCCCCC2	101	95	110	115	87	90	102	84	92
O=S(=O)(c1ccccc1)n1cc2c(c1)-c1nc(Nc3ccccc3)sc1CC2	66	70	63	71	64	53	61	76	52
Cc1[nH]c(-c2nc3ccccc3[nH]2)c(C)c1C(=O)N[C@@H](C)c1ccccc1	105	102	99	110	96	101	x	104	101
S=c1[nH]n(-c2ccccc2)c(=S)s1	109	93	102	109	117	106	106	106	81
NC(N)=Nc1ccc(C(=O)Oc2ccc([N+](=O)[O-])cc2CN2CCCCC2)cc1	115	103	96	108	x	100	81	104	83
N#C/C(=C(/O)CCCO)c1nc2ccccc2c(=O)[nH]1	106	102	149	110	87	100	124	102	106
Brc1ccc(-c2cn(-c3ccccc3)c(=Nc3ccc(Nc4ncnc5sc6c(c45)CCCC6)cc3)s2)cc1	97	108	96	123	105	96	99	99	76
CC[C@H]1c2ccccc2[C@@H](C(=O)O)N(C(C)=O)c2ccc(C)cc21	108	110	100	107	114	102	80	95	95
O=C(/C=C\c1ccccc1)c1ccc(C2CCCCC2)cc1	109	104	x	81	123	102	109	96	87
Nc1ccc(/C=N/Nc2ccnc3c(N)cccc23)c2cccnc12	-88*	-49*	32	-43*	-72*	71	77	-87*	-59*
CNS(=O)(=O)Nc1nccc(Cc2c(C)c3ccc(Oc4ncccn4)cc3oc2=O)c1F	57	61	45	34	45	73	-17*	68	54
CC(=O)CCNc1ccc2c(c1)C(=O)c1ccccc1C2=O	102	96	84	97	96	97	95	95	67
COc1cc2c(cc1OC)C1c3ccccc3N(C)C(=O)N1CC2 (stereo not given)	103	103	93	111	106	102	88	103	85
C#CC(NC(C)(C)CC(C)(C)C)C(C)C (stereo not given)	99	107	84	99	101	95	127	x	x
O=C(Nc1ncc(Cc2ccccc2)s1)C(=S)N1CCOCC1	102	106	90	102	115	102	100	98	79
COc1c(NC[C@H]2OC(O)(CO)[C@@H](O)[C@@H]2O)c(=O)c1=O (stereo not given in full)	97	102	94	95	102	99	110	108	80
Cc1ncc(C[n+]2csc(CCBr)c2C)c(N)n1	107	108	101	93	106	103	103	100	86
O=C(Cc1ccccc1)Nn1c(NCC(=O)N2c3ccccc3Sc3ccccc32)nnc1-c1ccc(O)cc1	94	111	81	106	100	97	71	97	77
OC(COc1ccccc1)CN1CCCC1 (stereo not given)	106	115	95	126	103	99	98	103	96
Cn1cnc2c(cnn2C)c1=O	96	123	98	90	101	103	117	105	85
CC1=C(O)c2ccccc2C(=O)C1=O	111	108	97	106	109	104	77	105	91
CCCS(=O)(=O)Oc1ccc2c3c(c(=O)oc2c1)CCCCC3	95	112	104	95	106	92	74	97	111
O=C(Nc1ccc(F)cc1)Oc1ccc[nH]c1=O	68	137	97	121	114	92	124	91	75
Cc1ccsc1C(=O)CC(=O)C(F)(F)C(F)(F)C(F)(F)F	102	112	92	126	108	97	116	106	86
CC(=O)Nc1ccc(-c2cc3c(NCc4cccc(C)c4)ncnc3s2)cc1	78	101	68	97	x	86	72	80	62
Cc1ccc2nc(COc3ccc(C(=O)NNC(=S)NC(=O)c4ccccc4)cc3)[nH]c2c1	24	65	27	68	x	58	97	74	19
CC(=O)OCC(=O)[C@@]1(O)CC[C@H]2[C@H]3[C@H]([C@@H](O)C[C@@]21C)[C@@]1(C)CCC(=O)C=C1C[C@@H]3C	93	108	91	98	106	93	101	100	77
O=C1N=c2ccccc2=C1c1sc(=Nc2ccccc2)n(Nc2ccccc2)c1O	109	115	37	138	107	106	x	101	81
O=C(CN(c1ccc(F)cc1)S(=O)(=O)c1ccc(Cl)cc1)Nc1ccc(S(=O)(=O)N2CCC(N3CCCC3)CC2)cc1	92	104	x	87	88	99	94	95	73
COc1ccc2c(c1)CCNC21C(=O)Nc2ccc(Cl)cc21 (stereo not given)	87	104	76	107	107	92	70	103	78
COc1nc(N)nc(Cl)n1	107	112	x	102	117	105	x	97	79
CCN(CC)CC1CN(/N=C/c2ccc([N+](=O)[O-])o2)C(=O)O1 (stereo not given)	89	104	100	102	103	98	x	109	79
O=C(NC(CSCc1ccccc1)C(=O)NC(Cc1ccc(O)cc1)C(=O)O)OCc1ccccc1 (stereo not given)	103	105	90	107	92	103	x	101	85
Cc1ccc(Nc2nnc(-c3c[nH]c4ccccc34)o2)cc1	96	115	88	152	106	98	136	100	59
CCOc1ccccc1/C=N\NC(=O)N/N=C/c1ccccc1OCC	113	111	99	99	103	93	93	100	93

Complete entries as entered above.
Results for CC(=O)CCNc1ccc2c(c1)C(=O)c1ccccc1C2=O = ACHN = 102; DU-145 = 96; CAKI-1 = 84; TK-10 = 97; RXF 393 = 96; SN12C = 97; A498 = 95; 786-0 = 95; UO-31 = 67
Results for CC1=C(O)c2ccccc2C(=O)C1=O = ACHN = 111; DU-145 = 108; CAKI-1 = 97; TK-10 = 106; RXF 393 = 109; SN12C = 104; A498 = 77; 786-0 = 105; UO-31 = 91
Results for Nc1ccc(/C=N/Nc2ccnc3c(N)cccc23)c2cccnc12 = ACHN = -88*; DU-145 = -49*; CAKI-1 = 32; TK-10 = -43*; RXF 393 = -72*; SN12C = 71; A498 = 77; 786-0 = -87*; UO-31 = -59*

Returning to the listing, repeating the 3 entries before the break.
smiles	ACHN	DU-145	CAKI-1	TK-10	RXF 393	SN12C	A498	786-0	UO-31
O=C(NC(CSCc1ccccc1)C(=O)NC(Cc1ccc(O)cc1)C(=O)O)OCc1ccccc1 (stereo not given)	103	105	90	107	92	103	x	101	85
Cc1ccc(Nc2nnc(-c3c[nH]c4ccccc34)o2)cc1	96	115	88	152	106	98	136	100	59
CCOc1ccccc1/C=N\NC(=O)N/N=C/c1ccccc1OCC	113	111	99	99	103	93	93	100	93
O=C1Nc2cc(-c3ccc(NS(=O)(=O)c4ccc([N+](=O)[O-])cc4)cc3)ccc2/C1=C/c1ccc[nH]1	-63*	-45*	-17*	-2.9*	-44*	-18*	-34*	-8.2*	35
N#Cc1cnn(-c2cc(=O)[nH]c3ccccc23)c1N	101	109	88	111	113	96	x	106	73
Cn1c(=O)c(S(=O)(=O)c2ccccc2)cc2ccc3c(cnn3-c3ccc(Cl)cc3)c21	58	83	83	81	56	87	54	51	52
Cc1ccc(N2CC(c3nc4ccccc4s3)CC2=O)cc1 (stereo not given)	93	116	96	135	x	92	107	104	73
C/C=C(\C)C(C(=O)NC1CCCCC1)N(C(=O)C1CCc2cc(F)ccc2O1)c1ccc(Cl)cc1 (stereo not given)	115	108	x	96	109	106	109	101	93
COc1cc(-c2nn(C(=O)NS(=O)(=O)c3ccc4ccccc4c3)cc2-c2ccncc2)ccc1Cl	79	98	96	91	90	89	83	75	72
Clc1ccc2c(c1)Cc1cc(N=Cc3ccccc3Cl)ccc1-2	91	102	x	114	x	84	108	92	53
NC(=S)NN=C(c1ccccc1)c1ccccc1	98	101	96	103	101	99	93	100	72
CC1=[N+](CCN(C)C)[B-](F)(F)OC(c2ccccc2)=C1	106	109	97	80	93	99	89	97	85
O=C(O)c1ccc(Nc2ccnc(SCC(=O)c3ccc(-c4ccccc4)cc3)n2)cc1	99	109	88	131	x	95	74	98	81
CC(=O)c1cc(O)ccc1O	110	114	x	94	89	97	91	95	89
N#Cc1ccc(Cn2cc(CSc3nc4ccccc4o3)nn2)cc1	101	104	89	93	111	108	95	94	81

Assay outcomes as filed in PubChem BioAssay.
